SIAE inh: blocks human sialic acid acetylesterase; inhibition, % at 9.66 µM; SIAE FP-Rh probe binding, fluorescence polarization; 0.69% of 370,000 active; Q9HAT2; AID 1053197;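 active = inhibition above a cutoff: mean of compounds within the control limits plus 3 SD of those, cut at about 17% in these data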;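 note: 0% = plate median of compound wells and 100% = probe without SIAE protein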
LEDGF integ inh: blocks HIV-1 LEDGF/p75-dependent DNA integration; TR-FRET IN-LEDGF/p75 DNA integration, Eu/Cy5; inhibition, % at 3.7 µM; 0.64% of 370,000 active;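 active = inhibition above the screen-wide mean plus 3 SD, cut at about 13% in these data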;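 note: signal is the Cy5 over europium emission ratio at 671 and 618 nm; 0% = plate median of compound wells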
TDP2 inh: blocks human TDP2 phosphodiesterase activity; recombinant TDP2, T5PNP hydrolysis, p-nitrophenol absorbance 415 nm; inhibition, % at 12.8 µM; 0.34% of 370,000 active; AID 720702;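 active = inhibition above the mean of all tested compounds plus 3 SD, set per campaign, cut at about 25% in these data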;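 note: 0% = DMSO with enzyme and 100% = buffer with substrate but no TDP2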
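Test system: Human TDP2 enzyme | Reagent: 5 mM T5PNP | Compound dosing: 12.8 µM single point, 1% DMSO | Incubation: Enzyme reaction with compound for 2 h at 37 °C | Technique: p-Nitrophenol epi absorbance | Read-out: % inhibition relative to enzyme-containing and enzyme-free wells | Benchmarks: High control without enzyme, low control DMSO plus TDP2 | Replicates: Singlicate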
HTRA1 inhibitor: HTRA1 (human) protease inhibition; Q92743; recombinant HTRA1, FP-rhodamine activity-based probe, fluorescence polarization; inhibition, % at 5.96 µM; 0.5% of 340,000 active; in the data active = inhibition above about 36%;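 note: 0% = enzyme with DMSO and 100% = wells lacking enzyme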
mABHD4 FP: inhibits mouse alpha/beta hydrolase domain 4 | Q8VD66 | purified mABHD4, FP-Rh probe fluorescence polarization | inhibition, % at 8.92 µM | 0.54% of 370,000 active | AID 720543;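 active = inhibition exceeding the mean over every tested compound plus 3 SD, cut at about 30% in these data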;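 note: 0% = plate median of compound wells and 100% = S159A mutant with DMSO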
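system = mouse ABHD4 enzyme, wild type | medium = HEPES pH 7.0, NaCl, Pluronic buffer | also added = FP-Rh probe | incubation = Enzyme–compound pre-incubation 45 min, then probe 60 min, both 25 °C | technique = fluorescence polarization, excitation 525 nm, emission 598 nm, BODIPY TMR filters | controls = S159A mutant high control, sample median low control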
Rev-erbA mod: modulators of human Rev-erb alpha DNA binding. Rev-erbα–FITC-DNA binding, fluorescence polarization, 90 min. activity, % at 10 µM. 0.79% of 370,000 active. AID 1259318;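 active = activity above about 14%, limit read from the data; passing the limit was not always enough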;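 note: 0% = DMSO wells with 35 nM protein and 100% = DMSO wells with 750 nM protein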
Target sequence (P20393 whole entry, looked up): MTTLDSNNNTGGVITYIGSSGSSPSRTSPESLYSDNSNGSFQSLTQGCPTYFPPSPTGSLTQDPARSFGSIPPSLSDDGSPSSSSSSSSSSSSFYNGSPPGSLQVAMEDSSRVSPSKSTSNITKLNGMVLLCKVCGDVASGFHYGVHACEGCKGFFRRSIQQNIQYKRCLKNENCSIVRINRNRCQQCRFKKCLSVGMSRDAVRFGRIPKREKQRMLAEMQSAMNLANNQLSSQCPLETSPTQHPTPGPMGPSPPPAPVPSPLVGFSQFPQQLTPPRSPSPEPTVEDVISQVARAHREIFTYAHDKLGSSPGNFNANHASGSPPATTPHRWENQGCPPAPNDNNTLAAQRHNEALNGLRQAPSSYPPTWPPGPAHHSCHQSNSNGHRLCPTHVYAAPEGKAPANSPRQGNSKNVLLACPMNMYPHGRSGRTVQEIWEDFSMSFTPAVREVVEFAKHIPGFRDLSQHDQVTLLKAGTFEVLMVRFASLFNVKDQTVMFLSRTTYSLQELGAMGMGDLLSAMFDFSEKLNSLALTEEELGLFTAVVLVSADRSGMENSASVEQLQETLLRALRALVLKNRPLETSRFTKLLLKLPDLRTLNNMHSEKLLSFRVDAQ
PRMT1 FP inh: PRMT1 (human) inhibition, primary screen | inhibition, % at 2.79 µM | 1.3% of 370,000 active | Q99873 | AID 652257 | recombinant PRMT1, activity-based probe fluorescence polarization;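 active = inhibition above about 21% made by adding two undisclosed values, limit read from the data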
Target sequence (Q99873 whole entry, looked up): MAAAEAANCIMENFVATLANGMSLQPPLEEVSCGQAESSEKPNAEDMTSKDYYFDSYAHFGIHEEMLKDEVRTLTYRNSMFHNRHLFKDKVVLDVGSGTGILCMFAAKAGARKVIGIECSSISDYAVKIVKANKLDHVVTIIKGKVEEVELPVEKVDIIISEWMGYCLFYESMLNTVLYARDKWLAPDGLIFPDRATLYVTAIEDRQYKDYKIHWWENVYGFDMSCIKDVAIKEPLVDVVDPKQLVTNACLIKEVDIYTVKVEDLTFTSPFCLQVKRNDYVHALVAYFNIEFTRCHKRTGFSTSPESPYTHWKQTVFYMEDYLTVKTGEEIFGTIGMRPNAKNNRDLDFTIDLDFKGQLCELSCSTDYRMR
rCAG RNA binder: binds r(CAG) RNA repeats; r(CAG) RNA repeat, TO-PRO-1 dye displacement fluorescence; inhibition, % at 3 µM; 1.3% of 370,000 active;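 active = inhibition above the plate cutoff, the mean of all test compounds on that plate plus 3 SD, cut at about 35% in these data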;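 note: 0% = DMSO alone and 100% = 100 µM mitoxantrone as full dye displacement; higher means more dye released from RNA so lower well fluorescence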
TCR-CD3 inh: human TCR-CD3 binding inhibition; 0.37% of 360,000 active; inhibition, % at 9.4 µM; TAMRA-labeled TCR probe fluorescence, biochemical; in the data active = inhibition above about 19%;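 note: recombinant mutant TCR 2C K166C tagged with TAMRA read by polarization; 0% = receptor in buffer alone and 100% = receptor with positive control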
PG9 Ab binder: binds the HIV-1 gp120 antibody PG9; TR-FRET gp120-PG9 antibody binding; inhibition, % at 6.7 µM; 0.43% of 360,000 active; AID 624416; in the data active = inhibition above about 8.5%
* hit, by the source's call; / = not tested or not shown. Only part of the results is shown, so the mix of outcomes need not match the whole.

#1 CCc1nc2c(OCc3c(C)noc3C)cccn2c1N(C=O)Cc1ccc(OC)cc1
#2 Cc1cc(C)n2nc(C(=O)NCC(=O)Nc3ccc(F)c(F)c3)nc2n1
#3 COc1ccc(CNCC(O)(c2ccccc2)c2ccc(Cl)cc2)cc1 (stereo not given)
#4 Cc1c(S(=O)(=O)NC(C)c2ccccc2)c(=O)n(C)c(=O)n1C (stereo not given)
#5 O=C(c1cc(-c2ccc(F)cc2)on1)N1CCCC1
#6 COc1ccc(N2CCN(Cc3cc(=O)oc4ccc5ccccc5c34)CC2)cc1
#7 Cc1ccc(SCCNS(C)(=O)=O)cc1
#8 O=C1CCCN1CCCNC(=S)Nc1ccc(Cl)cc1Cl
Assay by compound	1	2	3	4	5	6	7	8
SIAE inh	7	-6	-2	-5	11	2	5	2
LEDGF integ inh	-1	-3	-4	4	0	0	2	-9
TDP2 inh	7	2	3	-2	-5	8	4	-17
HTRA1 inhibitor	/	3	-17	1	4	5	2	1
mABHD4 FP	0	1	2	-1	-1	2	0	4
Rev-erbA mod	2	-3	2	-3	8	5	-8	-6
PRMT1 FP inh	0	-2	1	-4	-2	-3	-5	8
rCAG RNA binder	1	-1	-4	1	3	1	-2	-2
TCR-CD3 inh	-5	1	4	11	4	0	-8	-3
PG9 Ab binder	0.9	0.4	-2.0	-0.7	-2.8	-2.5	0.5	1.0

Complete entries, quoted from the list. Values in the order: SIAE inh | LEDGF integ inh | TDP2 inh | HTRA1 inhibitor | mABHD4 FP | Rev-erbA mod | PRMT1 FP inh | rCAG RNA binder | TCR-CD3 inh | PG9 Ab binder
Listed for Cc1ccc(SCCNS(C)(=O)=O)cc1 = 5 | 2 | 4 | 2 | 0 | -8 | -5 | -2 | -8 | 0.5
Listed for CCc1nc2c(OCc3c(C)noc3C)cccn2c1N(C=O)Cc1ccc(OC)cc1 = 7 | -1 | 7 | / | 0 | 2 | 0 | 1 | -5 | 0.9
Listed for O=C(c1cc(-c2ccc(F)cc2)on1)N1CCCC1 = 11 | 0 | -5 | 4 | -1 | 8 | -2 | 3 | 4 | -2.8
Listed for O=C1CCCN1CCCNC(=S)Nc1ccc(Cl)cc1Cl = 2 | -9 | -17 | 1 | 4 | -6 | 8 | -2 | -3 | 1.0
Listed for COc1ccc(N2CCN(Cc3cc(=O)oc4ccc5ccccc5c34)CC2)cc1 = 2 | 0 | 8 | 5 | 2 | 5 | -3 | 1 | 0 | -2.5

Remaining list, next part.
#9 O=C(Nc1cnc2ccccn2c1=O)c1ccc(Cl)cc1
#10 CC(=O)Nc1ccc(SC[C@H](CC(C)C)N2CCN(CCc3ccccc3)CCC2=O)cc1
#11 O=C(O)C1CCC(=O)N(C2CCCCC2)C1c1ccccc1Cl (stereo not given)
#12 CCOC(=O)CSc1nnc2n(Cc3ccccc3)c(=O)c3c4c(sc3n12)CCC4
#13 CCN(C[C@H]1N[C@@](CC)(C(=O)OC)[C@H]2C(=O)N(Cc3ccccc3)C(=O)[C@@H]12)S(=O)(=O)c1ccc(C(F)(F)F)cc1
#14 COC(=O)c1ccc2c(=O)n(-c3ccc(OC)cc3)c(=S)[nH]c2c1
#15 COc1ccc(Cl)cc1NC(=S)NCCO
#16 COc1ccc(CCN2C(=O)CC(Sc3ncccc3C(=O)O)C2=O)cc1OC (stereo not given)
Assay by compound	9	10	11	12	13	14	15	16
SIAE inh	4	-4	1	-4	0	0	4	-3
LEDGF integ inh	0	2	3	0	-2	1	-4	0
TDP2 inh	-1	-16	10	4	-9	5	-1	9
HTRA1 inhibitor	-1	-5	3	0	-14	7	2	-7
mABHD4 FP	0	-3	0	2	-10	3	3	2
Rev-erbA mod	-3	4	5	-2	0	-1	-3	4
PRMT1 FP inh	1	40*	-4	-4	8	2	4	9
rCAG RNA binder	3	-2	2	-2	4	1	0	6
TCR-CD3 inh	1	-12	0	-1	-3	0	-7	-1
PG9 Ab binder	-0.3	1.9	1.1	-0.6	-2.2	-1.8	-2.0	0.6

#17 COc1ccc(OC)c(CC(=O)Nc2cc(S(=O)(=O)N3CCCCC3)ccc2C)c1
#18 O=C(c1cc2ccccc2o1)N1CCN(Cc2ccccc2)CC1
#19 NC(=O)c1c(NC(=O)CN2CCN(S(=O)(=O)c3ccccc3)CC2)sc2c1CCC2
#20 Cc1ccc(C)c(S(=O)(=O)N2CCN(C(=O)c3ccc(N4CCCC4)c([N+](=O)[O-])c3)CC2)c1
#21 c1ccc(C2=NNC(c3ccco3)=Nc3ccccc32)cc1
#22 CCOc1ccc(S(=O)(=O)Nc2cccc(Cl)c2)cc1
#23 CCCN(CC(=O)Nc1ccccc1OC)C(=O)c1ccccn1
#24 CC(NC(=O)N1CCN(c2ccccc2F)CC1)c1ccc(F)c(F)c1 (stereo not given)
Assay by compound	17	18	19	20	21	22	23	24
SIAE inh	5	12	3	3	-10	-4	-1	-3
LEDGF integ inh	0	2	11	0	3	1	-2	2
TDP2 inh	3	3	8	2	8	3	4	7
HTRA1 inhibitor	-8	-5	-2	-16	-14	-18	-2	-5
mABHD4 FP	2	5	9	12	1	-8	-2	-2
Rev-erbA mod	1	-6	-7	2	-3	0	-2	6
PRMT1 FP inh	1	-4	3	0	2	1	-1	1
rCAG RNA binder	6	-6	21	2	5	6	1	-4
TCR-CD3 inh	-4	4	8	-1	-1	8	4	6
PG9 Ab binder	0.2	-1.3	-1.1	-3.4	1.5	2.0	-0.1	-2.2

Reprinted from the part before: 4 entries, followed by the next part.
#21 c1ccc(C2=NNC(c3ccco3)=Nc3ccccc32)cc1
#22 CCOc1ccc(S(=O)(=O)Nc2cccc(Cl)c2)cc1
#23 CCCN(CC(=O)Nc1ccccc1OC)C(=O)c1ccccn1
#24 CC(NC(=O)N1CCN(c2ccccc2F)CC1)c1ccc(F)c(F)c1 (stereo not given)
#25 CCC(C)NC(=O)NC(=O)CSc1nnc(-c2ccccc2F)n1C1CC1 (stereo not given)
#26 CNC(=S)N/N=C/C1=CCC2CC1C2(C)C (stereo not given)
#27 CC(OC(=O)CCN1C(=O)C2CC=CCC2C1=O)C(=O)Nc1cccc(Cl)c1 (stereo not given)
#28 CCN(C(=O)COC(=O)COc1ccc2c(c1)CCC2)c1c(N)n(Cc2ccccc2)c(=O)[nH]c1=O
#29 CC(OC(=O)Cc1ccc(Cl)cc1)C(=O)NC1CCCCC1C (stereo not given)
#30 O=C(NCc1ccccn1)C1CC(c2ccc(F)cc2)=NO1 (stereo not given)
#31 CC(NC(=O)c1ccnc(C(C)(C)C)c1)c1ccccc1 (stereo not given)
#32 CSc1nnc(NC(=O)C23CC4CC(CC(C4)C2)C3)s1
Assay by compound	21	22	23	24	25	26	27	28	29	30	31	32
SIAE inh	-10	-4	-1	-3	4	2	-3	3	-6	0	-3	1
LEDGF integ inh	3	1	-2	2	-1	3	1	0	-1	-2	-1	1
TDP2 inh	8	3	4	7	-6	-2	-18	4	-6	7	3	-8
HTRA1 inhibitor	-14	-18	-2	-5	-2	-13	-2	-1	2	0	0	-11
mABHD4 FP	1	-8	-2	-2	3	-10	4	1	1	-2	1	-5
Rev-erbA mod	-3	0	-2	6	9	2	-5	-5	-4	4	1	4
PRMT1 FP inh	2	1	-1	1	-2	-1	3	-3	1	1	0	1
rCAG RNA binder	5	6	1	-4	-1	-2	1	-3	-9	-6	-5	-3
TCR-CD3 inh	-1	8	4	6	5	2	-2	2	-1	-8	-5	-4
PG9 Ab binder	1.5	2.0	-0.1	-2.2	0.4	-2.4	0.8	0.2	0.6	0.8	-1.3	0.5

#33 CC(C)OCC(O)CS(=O)(=O)Cc1ccccc1 (stereo not given)
#34 COc1cccc(CC(=O)OCC(=O)NC(C)c2ccc(F)cc2)c1 (stereo not given)
#35 CCOc1ccc(NC(=O)CN(C)C(=O)c2c(C)noc2C)cc1OCC
#36 COc1ccccc1NCC(=O)N1CCN(S(=O)(=O)c2ccccc2)CC1
#37 NC(=O)Nc1cccc2ccccc12
#38 CC1=C(C(=O)N2CCCCCC2)CC(CC(=O)NCCCN(C)C)C(=O)N1Cc1ccc(F)cc1 (stereo not given)
#39 Cc1ccc(NC(=O)CNC(=O)c2ccco2)nc1
#40 COC(=O)c1cc(NCc2ccccc2F)ccc1N1CCOCC1
Assay by compound	33	34	35	36	37	38	39	40
SIAE inh	13	12	2	2	2	0	-4	8
LEDGF integ inh	0	1	0	1	0	4	1	-6
TDP2 inh	1	4	2	4	3	7	-8	3
HTRA1 inhibitor	0	4	2	2	7	/	-5	6
mABHD4 FP	-5	4	2	0	8	-6	4	-1
Rev-erbA mod	4	-1	-2	1	-6	-4	5	4
PRMT1 FP inh	0	0	-2	-2	1	-2	1	3
rCAG RNA binder	-1	0	-6	18	-1	4	-2	-5
TCR-CD3 inh	-6	5	1	-1	5	0	-2	0
PG9 Ab binder	-2.0	-0.6	0.6	-0.3	2.4	0.2	0.0	-0.6

#41 CC(C(=O)Nc1ccc2c(c1)OCCO2)N1CCN(C(=O)c2ccco2)CC1 (stereo not given)
#42 O=C(/C=C\NCC(=O)c1ccccc1)c1ccccc1
#43 COc1ccc2c(c1)OC[C@H]1[C@H]2N2C(=O)c3ccccc3NC(=O)[C@@]2(C)[C@H]1c1ccccc1
#44 COc1ccc(OC)c(NC(=O)CSc2nc3[nH]c(=O)cc(O)c3s2)c1
#45 CC(=O)c1ccc(S(=O)(=O)N2CCN(CC(=O)NC(=O)NC3CCCCC3)CC2)cc1
#46 CC(C)Cn1c(N)c(C(=O)COC(=O)c2cc(F)cc(F)c2)c(=O)n(C)c1=O
#47 O=C(COC(=O)Cc1ccsc1)Nc1cccc(Cl)c1
#48 O=C(CN(Cc1ccccc1)S(=O)(=O)c1ccc2c(c1)OCCO2)Nc1ccc2c(c1)OCCO2
#49 O=C(CC(O)(CC(=O)OCc1ccccc1)C(=O)OCc1ccccc1)OCc1ccccc1
#50 CN(CC(=O)Nc1ccc(F)c(F)c1F)C(=O)CC1CCCCC1
#51 O=C(Nc1cc(S(=O)(=O)N2CCOCC2)ccc1N1CCCCC1)c1cc(-c2ccccn2)nc2ccccc12
Assay by compound	41	42	43	44	45	46	47	48	49	50	51
SIAE inh	6	-5	-19	19*	1	-6	-3	3	-4	4	18*
LEDGF integ inh	0	1	1	3	-5	2	-3	4	2	3	-5
TDP2 inh	-5	6	1	3	2	5	3	2	3	-2	-1
HTRA1 inhibitor	2	-9	-50	-3	-6	-29	-5	-31	-33	1	-2
mABHD4 FP	-4	2	-24	16	4	1	2	-12	-11	3	-1
Rev-erbA mod	2	-1	1	-6	-7	-4	3	-2	1	-4	25*
PRMT1 FP inh	1	0	3	14	1	0	6	-1	-1	1	11
rCAG RNA binder	-3	8	13	31	3	-6	1	2	3	-2	0
TCR-CD3 inh	1	6	-1	6	-3	-1	1	-1	2	2	-3
PG9 Ab binder	-1.2	-2.3	0.8	-2.6	1.6	0.1	-0.1	-2.8	0.7	0.6	-1.1
